# From PubChem BioAssay
# PV pol inh: poliovirus RNA polymerase inhibition; P03300; poliovirus polymerase elongation, fluorescence polarization; stronger effect = lower value; % elongation, % (compound at 16.7 µg/mL); 150,000 compounds, 0.66% hits; AID 588519; in the data active = % elongation below about 90%; also: some results filed as inactive read as strong as hits
# Target sequence (P03300 1749-2209 limits assumed): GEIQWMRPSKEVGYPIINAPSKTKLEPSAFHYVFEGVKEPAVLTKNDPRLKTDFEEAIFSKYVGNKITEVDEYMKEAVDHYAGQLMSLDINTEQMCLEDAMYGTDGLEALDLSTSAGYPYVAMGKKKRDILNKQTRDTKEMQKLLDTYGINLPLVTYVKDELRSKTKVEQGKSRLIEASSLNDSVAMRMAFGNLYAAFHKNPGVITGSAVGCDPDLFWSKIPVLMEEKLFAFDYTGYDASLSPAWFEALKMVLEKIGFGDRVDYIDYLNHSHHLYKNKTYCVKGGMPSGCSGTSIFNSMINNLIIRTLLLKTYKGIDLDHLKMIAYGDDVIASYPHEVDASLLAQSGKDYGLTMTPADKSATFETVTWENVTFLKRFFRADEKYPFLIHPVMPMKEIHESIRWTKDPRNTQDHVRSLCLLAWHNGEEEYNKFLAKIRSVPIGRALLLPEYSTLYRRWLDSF
# PV pol inh FP z-score: second read-out of PV pol inh, no call of its own (marks repeat the call); z-score; measured here: FP z-score; hits read low
# Starred values were filed as active, the others as inactive; & = joins results of further samples. Some of the compounds tested. The share of hits here may be higher or lower than overall.
canonical_smiles	PV pol inh	PV pol inh FP z-score
N#CCc1ccc(Oc2ncnc3c2oc2ccccc23)cc1	105	0.4
Cc1nn(S(=O)(=O)c2ccccc2)c(C)c1S(=O)(=O)N1CCC(C)CC1	112	1.2
COc1cc(CC(C#N)(CO)c2nc3ccccc3[nH]2)ccc1OC(F)F (stereo not given)	107	0.5
CCOC(=O)c1ccc(/N=C/N(C)C)o1	104	0.2
CCCCN1CC(O)=C(c2ccccc2)C1=N	102	0.4
CCCN(C(=O)c1noc2c1COc1ccc(C)cc1-2)c1ccc(Cl)c(Cl)c1	111	1.2
O=C(O)C(Cc1cnc[nH]1)N1C(=O)C2C3C=CC(C3)C2C1=O (stereo not given)	101	-0.3
CC(OC(=O)c1ccc(CN2CCCC2=O)cc1)C(=O)c1ccc(F)cc1 (stereo not given)	96	-0.9
COc1ccc2cc3cc(C(=O)NCCCN4CCCCCC4)oc3nc2c1	98	-2
Nc1nc2c(-c3ccccc3)c(C(F)(F)F)sc2s1	103	0
CN(c1nc(N)c2c(N)nc3c(c2c1C#N)CC(=O)N3Cc1cccs1)C1CCS(=O)(=O)C1 (stereo not given)	114	1.3
CC(C)(C)OC(=O)N/N=C/c1cccc(O)c1	103	0.5
CCc1nc2c(c(=O)c3ccccc3n2C)c(=O)n1Cc1ccco1	98	-1
CCC(C)(C)C1CCC(N)CC1 (stereo not given)	105	0.1
CN(C)S(=O)(=O)c1ccc(C(=O)Oc2cc(=O)[nH]c3ccccc23)cc1	89*	-2.9*

# Continuation:
canonical_smiles	PV pol inh	PV pol inh FP z-score
C=CCNC(=O)C1CC=CCC1C(=O)Nc1ccccc1C (stereo not given)	100	0
Cc1ccc2onc(CNC(=O)N3CCC(C(N)=O)CC3)c2c1	103	0.4
Cc1ccc(C)c(NC(=O)CN(C)C(=O)c2ccccn2)c1	102	-0.4
CCOc1ccc(/C=C/C(=O)Nc2nc(-c3ccc(C)cc3)c(C)s2)cc1	102	0
COc1cc(C=Nc2ccccc2)cc(OC)c1O	99	-0.8
COc1cc(CN2CCN(C(=O)Cc3ccccc3)CC2)cc(OC)c1OC	103	0.4
CCOc1cc(S(=O)(=O)NCCc2c(C)[nH]c3ccc(C)cc23)ccc1F	101	-0.3
O=S1(=O)C=CC(N2CCCCC2)C1 (stereo not given)	104	0.3
CCOc1c(Cl)cc(Cl)cc1CNCCSc1nnnn1C	102	-0.8
CCOC(=O)c1c(C)[nH]c(C)c1S(=O)(=O)N1CCC(C(=O)N2CCN(c3ccccc3F)CC2)CC1	108	0.4
O=C(COc1ccc(F)cc1)NCCc1nc2ccccc2[nH]1	105	0.2
COc1ccc2oc(=O)cc(CN(C)CCC#N)c2c1	101	-0.7
O=C(CSC(=O)c1ccccc1)NC1CCCCC1	99	-1.4
CSc1n[nH]c2nc3c(c(=O)n12)C1(CCCC1)Cc1ccccc1-3	100	0
CCCCCCOc1ccccc1C(N)=O	99	-0.1

# Next compounds:
canonical_smiles	PV pol inh	PV pol inh FP z-score
CSc1cccc(NC(=O)N2CCN(c3cc(-c4noc(C)n4)ccc3C)CC2)c1	106	-0.2
COC(=O)c1cc2c(cc1NC(=O)c1cnn(-c3ccc(C)cc3)c1-n1cccc1)OCO2	104	-0.9
CCOC(=O)N1CCC(=NNC(=O)COc2ccc(C)cc2C(C)C)CC1	97	-0.4
COc1ccc(-n2c(-c3ccc(C)cc3)cc3c2CC(C)(C)CC3=O)c(OC)c1	109	0.5
O=C1CC(c2ccccc2)Oc2ccc(F)cc21 (stereo not given)	97	-1.6
O=C(Nc1ccc(OC(F)(F)F)cc1)OC1CN(C(c2ccccc2)c2ccccc2)C1	107	0.6
O=C(CCn1c(=S)[nH]c2cc3c(cc2c1=O)OCO3)NC1CCCC1	103	0.2
O=C(O)c1ccc(CSc2nnc(-c3ccncc3)n2CC2CCCO2)cc1 (stereo not given)	105	0.8
Cc1noc(C)c1C(=O)OCC(=O)C12CC3CC(CC(C3)C1)C2	101	-0.1
COc1cc(Cl)c(C)cc1NS(=O)(=O)c1c(C)nc2sccn2c1=O	107	0.1
c1ccc(CCN2CN=C(Nc3nc4ccccc4s3)NC2)cc1	102	0.3
COc1cc(OC)c(NC(=O)CSc2cc(=O)n(C)c3ccc(Cl)cc23)cc1Cl	106	0.4
Nc1nonc1-n1nnc(C(=O)O)c1-c1cccc2ccccc12	99	-0.2
CCN(CC)S(=O)(=O)c1ccc(NC(=O)c2noc3c2COc2ccccc2-3)cc1	106	1.3
CCOC(=O)c1cnc2c(Cl)cc(Cl)cc2c1Nc1cc(C(=O)O)ccc1C	106	0.3

# New compounds follow:
canonical_smiles	PV pol inh	PV pol inh FP z-score
NCc1ccc(CN2CCCC2)cc1	101	-0.3
CCCOC(=O)c1cccc(NC(=O)CSc2nnc3cc(C)c4ccccc4n23)c1	104	0
CCc1c(C(=O)OC)nnn1-c1nonc1N	105	0.2
Cc1cc(O)c(C=O)c2c1C(=O)Oc1c(C)c(O)c3c(c1O2)C(O)OC3=O (stereo not given)	66*	-4.3*
COC(=O)c1cc(NS(=O)(=O)c2cc(Br)cc3c2N(C(C)=O)CC3)cc(C(=O)OC)c1	103	0
Cc1[nH]c2ccccc2c1C(=O)COC(=O)c1ccc2c(=O)n3c(nc2c1)CCC3	103	0.2
COC(=O)c1ccc2c(c1)n(CCO)c(C)[n+]2CCO	98	-1.1
Cc1cc(O)cc(=O)n1C	104	0.7
Cc1noc(C)c1CC(=O)OCc1ccc(C#N)cc1	99	-0.3
Cc1cccc(NS(=O)(=O)c2c(C)noc2C)c1	106	1.7
O=c1[nH]c2ccccc2nc1/C=C(\O)c1ccccc1	98&103	-0.4&0.3
NNC(=O)Cn1c2ccccc2c2ccccc21	106	0.5
Cc1ccc(-n2c(C)cc(C(=O)CN3CCC(C)CC3)c2C)cc1	101	-0.1
COc1cccc(-c2noc(COC(=O)c3ccccc3-c3ccccc3C#N)n2)c1	101	-0.1
CN(C)C(=O)CSc1ncnc2sc3c(c12)CCCC3	108	1

# More entries.
canonical_smiles	PV pol inh	PV pol inh FP z-score
CCC1=Nc2cc(C(=O)N3CCc4ccccc43)ccc2Sc2ccccc21	104	0.7
CCc1ccc(NC(=O)CSc2nc(=O)n(Cc3ccco3)c3c2CCC3)cc1	115	1.8
O=C(NCCCO)c1ccncc1	99	-0.4
CN(C)C(=O)C[n+]1ccc(/C=N/O)cc1	104	0.5
Cn1cnnc1SCc1ccc(C(=O)N/N=C2\CCCc3ccccc32)cc1	103	-0.1
CN(C(=O)Cn1nnc(-c2ccc(S(C)(=O)=O)cc2)n1)c1ccccc1	101	-0.5
CC1=CC(C)(C)CC(=S)N1c1cccc(F)c1	101	0.1
CCN(C(=O)c1cc2cccc(OC)c2oc1=O)C1CCCCC1	101	-0.2
CC1(C)COC(c2sccc2C(=O)O)=N1	103	0.1
C=CCSC1=C(C#N)C(c2ccccc2Cl)C(C(=O)c2cccs2)C(O)(C(F)(F)F)N1 (stereo not given)	103	0.1
CCOC(=O)c1[nH]c(CO/N=C/C(=O)Nc2ccc3c(c2)OCCO3)c(C(=O)OCC)c1C	104	0
Cc1ccc(NC(=O)Cc2c(C)nc3ncnn3c2C)cc1	103	0.2
Cc1cc(NC(=O)c2ccco2)cc(-c2nc3cc(Cl)ccc3o2)c1O	106	0.1
Cc1cn(CC(=O)NCCN)c(=O)[nH]c1=O	100	-0.5
CC1=C(c2ccc(C(C)C)cc2)S(=O)(=O)NC1=NCc1ccccc1Br	103	-1

# (more compounds)
canonical_smiles	PV pol inh	PV pol inh FP z-score
c1ccc(Cn2nnnc2SCc2ccc(CSc3nnnn3Cc3ccccc3)cc2)cc1	99	-0.5
O=C(CN1C(=O)S/C(=C\c2cccs2)C1=O)N1CCCC1	101	-0.1
CCCS(=O)(=O)N1CCC(N2CCN(Cc3ccc(F)cc3)C(=O)C2=O)CC1	106	0
COc1ccccc1-c1nc2c(c(SCC(=O)Nc3ccc(C)c(C)c3)n1)Cc1c(CO)cnc(C)c1O2	108	0.2
CCC(O)c1cc2c(cc1NC(=O)c1cccs1)OCCO2 (stereo not given)	98	-0.5
CCOC(=O)c1cc(S(=O)(=O)N2CCN(c3cc(C)ccc3C)CC2)[nH]n1	104	-0.7
COC(=O)c1ccc(NC(=O)C(C(C)C)N2C(=O)c3ccccc3C2=O)cc1 (stereo not given)	98	-0.9
C=CCNC(=S)N1CCCc2ccccc21	93	-1
Cc1oc(-c2ccc(C(=O)O)cc2)nc1CN1CCCCC1	104	0.5
CC(NC(=O)CSc1nccc(=O)[nH]1)C1CC2CCC1C2 (stereo not given)	102	-0.1
COc1ccc(-c2noc(CC(=O)N(C(C)C)C3CCCCC3)n2)cc1	102	-0.1
O=C(NCCCN1CCN(c2ccc(F)cc2)CC1)c1ccc2nc(CCc3ccccc3)oc2c1	111	0.8
COc1ccccc1C(=O)Nc1ccc2nc(SCC(=O)Nc3ccc(C)cc3C)sc2c1	106	0.5
O=C(O)C1CCCN1Cc1c[nH]c2ccccc12 (stereo not given)	102	0.2
CC(=O)N1CCN(CCNC(=O)c2ccncc2)CC1	105	1.8

# Remaining list, next part.
canonical_smiles	PV pol inh	PV pol inh FP z-score
COc1ccc(CNC(=O)C(=O)Nc2cccc(C)c2C)cc1	101	-0.8
C=CCn1c(N)cc(=O)nc1SCC(=O)NC1CCCCC1	101	0
CCCn1nc(C(=O)Nc2ccc(S(=O)(=O)N(C)C)cc2)c2ccccc2c1=O	97	-0.6
Cc1csc(=O)n1CCC(=O)OCc1ccc(C#N)cc1	104	0.2
CC1(C)Cc2ccccc2-c2nc3[nH][nH]c(=S)n3c(=O)c21	99	-0.7
COc1cc2c(cc1NS(=O)(=O)N1CCCCC1)oc1ccccc12	101	0.2
Cc1nc(N)[nH]c(=O)c1CCC(C)C	105	0.2
O=C(O)c1cccnc1SC1CC(=O)N(c2ccc(Cl)cc2)C1=O (stereo not given)	105	1.2
CC1=C(C(=O)OC2CCCC2)C(c2ccc(C)o2)C2=C(CCCC2=O)N1 (stereo not given)	105	1
CCN1C(=O)c2cccc3c(S(=O)(=O)N(C(=O)c4ccncc4)c4ccc(OC)cc4)ccc1c23	103	0.3
O=c1c2c(-c3cccs3)csc2[nH]c(=S)n1CCc1ccccc1	111	1.3
Cc1cc(C)c2[nH]c(=O)c(CNCC3CCCO3)cc2c1 (stereo not given)	100	-0.7
Cc1cc(=O)oc2c3c(ccc12)OCN(C(C)(C)C)C3	105	1.3
Cc1ccc(OC(=O)OCSc2nn[nH]n2)cc1	101	-0.5
O=C(OCCN1C(=O)c2ccccc2C1=O)C1CCCCN1S(=O)(=O)c1ccccc1 (stereo not given)	103	0.1

# Remaining list, next part
canonical_smiles	PV pol inh	PV pol inh FP z-score
COc1cccc(CNC(=O)CCCn2c(=O)c3cccn3c3cccnc32)c1OC	113	1.1
Cc1cc(N=Cc2c(O)n(-c3ccc(C(C)C)cc3)c(=O)c3ccccc23)n[nH]1	105	0.3
Cc1c(=O)n(OCc2ccc(Cl)cc2)c2ccccc2[n+]1[O-]	101	0.1
CCN(CC)S(=O)(=O)c1ccc(NC(=O)CCc2c(C)nc3cc(-c4ccc(Cl)cc4)nn3c2C)cc1	107	-0.1
Cc1cc(=O)oc(C)c1C(=O)Nc1ccccc1C(=O)N1CCCCC1	104	0.5
COc1cc(/C=C\C(=O)NCc2ccc3c(c2)cc(C)n3C)cc(OC)c1OC	102	0
O=C(CN1CCN(S(=O)(=O)c2ccccc2)CC1)Nc1cccc(C(F)(F)F)c1	103	-0.2
COc1ccc(CN2CCN(S(=O)(=O)c3ccccc3)CC2)c(OC)c1	99	-1
CN(C)c1ccc(/C=C(\C#N)S(=O)(=O)c2ccccc2)cc1C#N	106	0.4
Cc1ccccc1Cn1c(Oc2ccccc2F)nc2c1c(=O)n(C)c(=O)n2C	102	-0.1
CCCC1=Nc2cc(C(=O)NCC(C)c3ccccc3)ccc2Sc2ccccc21 (stereo not given)	112	0
O=S(=O)(N/N=C/c1ccc(N2CCOCC2)cc1)c1ccccc1	109	1
CN(c1nnc(NC(=O)Nc2ccccc2)s1)C1CCCCC1	102	0
Cc1cccc(C)c1NC(=O)CCCSc1nnnn1-c1ccccc1	99	-1
S=C(NN=C1CCCCC1)NC1CCCCC1	99	-0.3

# Other records
canonical_smiles	PV pol inh	PV pol inh FP z-score
COc1ccc(C2CC(=O)N(CC(=O)Nc3cc(C)ccc3C)c3ccccc3S2)cc1 (stereo not given)	110	1.5
Cc1ccc(NC(=O)C(C)SC2=NCCS2)cc1 (stereo not given)	97	-2.1
CNC(=O)CCC(=O)N1CCOc2ccc(C)cc21	102	-0.9
CC(=O)N1CCCC1c1nc2ccccc2n1Cc1ccccc1Cl (stereo not given)	108	0
Oc1c(C=C2N=c3ccccc3=N2)sc(=S)n1-c1ccc(F)cc1	101	0
CCOC(=O)/C(C#N)=C/c1cn(CCOc2ccccc2)c2ccccc12	103	0.4
Cc1n[nH]c(C)c1CCN	103	0.3
O=c1c(-c2ccc(O)cc2)coc2cc(O)ccc12	101	0.2
